High-throughput results as filed in PubChem BioAssay.
TrxR1 substrate = qHTS Assay for Substrates of Mammalian Selenoprotein Thioredoxin Reductase 1 (TrxR1): qHTS. purified TrxR1 substrate turnover, NADPH consumption readout. Potency, µM (titrated, usually from 114 µM), inactives show top-dose activity change, negative = substrate turnover. 0.01% of 390,000 active. AID 588456, 2011; note: potency is the fitted concentration of half-maximal effect; % is set by controls: 0 for no effect and ±100 for the full control effect; nearly all actives have a fitted effect of over 50% in size
Target sequence (O89049 whole entry, looked up): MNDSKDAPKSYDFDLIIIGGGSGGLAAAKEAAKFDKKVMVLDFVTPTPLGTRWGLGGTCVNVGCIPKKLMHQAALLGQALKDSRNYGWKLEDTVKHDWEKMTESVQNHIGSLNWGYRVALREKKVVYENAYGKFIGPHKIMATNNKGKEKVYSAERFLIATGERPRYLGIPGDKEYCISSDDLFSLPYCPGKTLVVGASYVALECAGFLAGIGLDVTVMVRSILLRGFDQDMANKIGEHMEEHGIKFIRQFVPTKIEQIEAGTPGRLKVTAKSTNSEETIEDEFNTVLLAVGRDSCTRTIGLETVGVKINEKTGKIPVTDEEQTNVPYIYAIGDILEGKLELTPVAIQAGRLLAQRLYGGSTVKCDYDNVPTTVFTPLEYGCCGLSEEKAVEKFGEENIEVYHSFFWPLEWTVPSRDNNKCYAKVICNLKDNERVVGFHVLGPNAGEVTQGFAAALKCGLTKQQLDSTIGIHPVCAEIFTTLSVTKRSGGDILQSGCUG
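Rat TrxR1, dispensed at 90 nM, was prereduced with 400 uM NADPH (final) for 5 min at ~22 deg C, then incubated with compound 15 min before 400 uM selenite. A first-read NADPH fluorescence drop versus no-compound background flagged substrates.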
D2 ag = HTS Assay for Allosteric Agonists of the Human D2 Dopamine Receptor: Primary Screen for Agonists; D(2) dopamine receptor (Homo sapiens), P14416; HEK293 T-REx D2 cells, calcium flux agonist mode; activation, % at 2 µM; 0.53% of 340,000 active; AID 485358, 2010;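 active = activation over 3 SD above normal in the single-dose calcium agonist read, cut at about 30% in these data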; note: 0% is about no effect
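Agonism is scored from calcium flux in a force-coupled, inducible HEK293 cell line expressing D2, read kinetically for 180 s after compound addition against dopamine controls.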
PI4K2A block = qHTS for small molecular inhibitors of PI4K2A; activity change, negative = inhibition, % at 76.9 µM; purified PI4K2A, ADP-Glo luminescence, 1 h; hits give low values; 0.13% of 420,000 active; AID 1346378, 2018; in the data active = activity change below about -50%; inconclusive = mostly about -30% to -49%;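 note: -100% = wells without enzyme as full effect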
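ADP-Glo luminescence measured ADP generated by PI4K2A enzyme (4 ug/mL before mixing) with 1.2 mM PI substrate (pre-mix) and 300 microM ATP (pre-mix). Tris pH7.5 buffer with MgCl2, Triton X-100; 1 h reaction at ambient temperature.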
D2 antagonist = HTS Assay for Allosteric Antagonists of the Human D2 Dopamine Receptor: Primary Screen for Antagonists | 2% of 340,000 active | D(2) dopamine receptor (Homo sapiens), P14416 | AID 485344, 2010 | HEK293 TREx D2 cells, calcium flux, dopamine EC80 | inhibition, % at 10 µM; in the data active = inhibition above about 30%; note: 0% is about no effect
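In this primary screen, negative modulation is detected by tracking calcium flux after an EC80 dopamine challenge in inducible HEK293 T-REx D2 cells preexposed to test compound for 180 s.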
rTrxR1 inhibitor = qHTS Assay for Inhibitors of Mammalian Selenoprotein Thioredoxin Reductase 1 (TrxR1): qHTS; recombinant rTrxR1, NADPH fluorescence consumption, selenite substrate; Potency, µM (doses to about 114 µM), for the others: top-dose activity change, negative = inhibition, actives largely listed as inhibitors; 1% of 390,000 active; AID 588453, 2011; note: potency is the fitted concentration of half-maximal effect; % is set by controls: 0 for no effect and ±100 for the full control effect; nearly all actives have a fitted effect of over 65% in size
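Rat TrxR1 (90 nM in the dispensed reagent) was pre-reduced with 400 uM NADPH for 5 min at room temperature, then incubated with compound for 15 min. After 400 uM selenite was added, NADPH fluorescence (Ex 340/Em 450 nm) was followed for 8 min.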
TRHR agonist = qHTS for Small Molecule Agonists and Allosteric Enhancers of Human TRH Receptor: Primary Screen for Agonists | Thyrotropin-releasing hormone receptor (Homo sapiens), P34981 | 0.18% of 360,000 active | activation, % at 2 µM | TRHR cells, calcium flux fluo-8, FDSS agonist mode; in the data active = activation above about 30%; note: 0% is about no effect
Target sequence (P34981 whole entry, looked up): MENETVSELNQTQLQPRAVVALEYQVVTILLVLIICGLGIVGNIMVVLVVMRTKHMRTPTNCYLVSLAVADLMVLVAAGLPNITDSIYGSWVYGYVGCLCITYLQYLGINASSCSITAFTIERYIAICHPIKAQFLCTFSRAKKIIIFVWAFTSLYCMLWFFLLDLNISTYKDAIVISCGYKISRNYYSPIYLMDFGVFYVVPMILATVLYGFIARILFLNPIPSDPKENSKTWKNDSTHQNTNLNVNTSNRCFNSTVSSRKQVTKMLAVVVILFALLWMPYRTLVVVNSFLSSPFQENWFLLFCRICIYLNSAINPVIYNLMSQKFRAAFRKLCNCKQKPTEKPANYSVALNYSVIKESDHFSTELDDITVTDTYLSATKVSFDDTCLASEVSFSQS
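Fluo-8-loaded TRHR cells; 10 s baseline, compound added, kinetic Ca2+ fluorescence read 1/s, agonist mode.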
IDH1 R132H inh = qHTS for Inhibitors of mutant isocitrate dehydrogenase 1 (IDH1): qHTS. IDH1-R132H enzyme, NADPH consumption, diaphorase/resazurin fluorescence. 0.093% of 390,000 active. Potency, µM (series often up to 76.6 µM), inactives show top-dose activity change, negative = inhibition, most hits filed as inhibitors; note: potency is the fitted concentration of half-maximal effect; % is set by controls: 0 for no effect and ±100 for the full control effect; nearly all actives have a fitted effect of over 65% in size
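IDH1-R132H (0.5 ug/mL) preincubated 30 min with compound, then NADPH (0.016 mM) and alpha-KG (2 mM) added; 80 min at RT, pH 7.5. Remaining NADPH coupled via diaphorase/resazurin to fluorescence (540/590 nm); concentration-response curves normalized to no-enzyme control.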
TRHR PAM = qHTS for Small Molecule Agonists and Allosteric Enhancers of Human TRH Receptor: Primary Screen for Enhancers; Thyrotropin-releasing hormone receptor (Homo sapiens), P34981; 0.66% of 360,000 active; enhancement, % at 2 µM; TRHR cells, fluo-8 calcium fluorescence, EC20 TRH enhancement; in the data active = enhancement above about 30%; note: 0% is about no effect
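Enhancer read-out: after compound pinning and an initial kinetic agonist-mode read, an EC20 of TRH (10 nM final) was injected and fluo-8 calcium signal (Ex 480/Em 530) followed at 1 s/cycle for 100 cycles in TRHR-expressing cells.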
USP1 inh = Inhibitors of USP1/UAF1: Primary Screen | AID 743255, 2014 | recombinant USP1/UAF1, Ub-Rhodamine cleavage fluorescence | Potency, µM (titrated, usually from 57.1 µM), for inactives: at the top dose activity change, negative = inhibition, usual class: inhibitors | 0.23% of 390,000 active; note: potency is the fitted concentration of half-maximal effect; % is set by controls: 0 for no effect and ±100 for the full control effect; nearly all actives have a fitted effect of over 60% in size; inactives centre near -12
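1 nM enzyme complex + cpd, 15 min RT; start with Ub-Rho 150nM final; kinetic fluorescence ex 480/em 540, 6 reads q60 s. Buffer 50mM HEPES pH 7.8, 0.5mM EDTA, 0.1 mg/ml BSA, 1mM TCEP, 0.01% Tween-20.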
* hit, by the source's call; ? = inconclusive; nt = not tested or not shown; [ ] = remark or other dose. Unless noted, calls come from the whole dose curve; as a rule, active = well fitted inhibition curve with a large enough effect; inconclusive = small, poorly fitted or top-dose-only effect; inactive = no such curve, though single readings can be large or run the other way.

Results follow in this order: TrxR1 substrate | D2 ag | PI4K2A block | D2 antagonist | rTrxR1 inhibitor | TRHR agonist | IDH1 R132H inh | TRHR PAM | USP1 inh
Cc1cc(NC(=O)CSc2c(C)[nH]c3ccccc23)no1
→ 0%[57.1 µM] | 0.1 | -1 | -1 | 15%[57.1 µM] | -0.7 | -1% | 3 | -12%
COc1cc(/C=N/NC(=O)Cn2ccc(C(F)(F)F)n2)cc(OC)c1OC
→ -2% | 0.2 | -1 | 11 | 12% | 0.3 | -9% | 5 | -8%
CCc1ccccc1NS(=O)(=O)c1ccc2c(c1)C(C)(C)C(=O)N2C
→ 0%[57.1 µM] | -0.1 | 2 | 14 | 10%[57.1 µM] | -0.2 | -6% | 2 | ?
COc1ccc(OC)c(CNC(=O)c2nn(-c3ccc(OC)c(Cl)c3)c(=O)c3c2c2ccccc2n3C)c1
→ 12% | -0.6 | 1 | nt | 36%[activator] | -0.9 | 11% | 14 | 3%
O=c1c(C(c2ccc(Cl)cc2)c2c(O)nc3n(c2=O)CCS3)c(O)nc2n1CCS2
→ 4% | 0.8 | 1 | 1 | 10µM* | -0.9 | 3% | -4 | -2%
CC(C)=C(NC(=O)c1ccccc1)C(N)=O
→ -3% | 0.4 | -4 | 21 | 23% | 0.6 | 3% | -6 | -9%
O=C(c1ccco1)N1CCN(C(=O)C2CCN(S(=O)(=O)c3cccc4nsnc34)CC2)CC1
→ -4% | nt | -2 | nt | ? | nt | 0% | nt | -22%
O=C(Cc1cccs1)NNC(=S)NC(=O)c1ccc(F)c(F)c1
→ 0% | 0.8 | 0 | -8 | ? | 0.1 | 8% | 2 | -14%
COc1ccc(C)cc1NC(=O)COC(=O)CCC(=O)c1cccs1
→ -5% | 0.4 | -4 | 2 | 11% | -0.3 | -7% | 9 | -11%
NC(=O)c1nsc(C(=O)N(Cc2cccnc2)C(C(=O)NCc2ccc(F)cc2)c2ccc(F)cc2)c1N (centres undefined)
→ 8% | -3.1 | -6 | 9 | 0% | -0.4 | -6% | -6 | ?
CCOC(=O)C1=C(C)N(CCCCCC(=O)O)C(=O)NC1c1ccc([N+](=O)[O-])cc1 (centres undefined)
→ -6% | 31* | 0 | 8 | 7% | -0.3 | -6% | -3 | ?
COc1cc(NC(=O)c2nc3cc(C)c(C)cc3n(C)c2=O)cc(OC)c1OC
→ 4% | 0.9 | 0 | nt | 9% | 0.2 | -5% | -1 | -29%
C[n+]1cccc(C(=O)NNC(=O)C23CC4CC(CC(C4)C2)C3)c1
→ 4%[57.1 µM] | 0.7 | 0 | -2 | 20%[57.1 µM] | 0.2 | 17% | -8 | -2%
Cc1ccc(C(=O)CC2(O)C(=O)N(CCc3ccccc3)c3ccc(Br)cc32)cc1 (centres undefined)
→ 1% | 2.1 | -2 | nt | 15% | 0.9 | -7% | -1 | -23%
COc1cc(NC(=O)c2cc3ccccc3o2)ccc1NC(=O)c1ccco1
→ 243%[activator] | -1.1 | -2 | -32 | 110% | -0.1 | 13% | 15 | -6%
Cc1cc(C)cc(N(C(=O)CNC(=O)c2cccs2)C(C(=O)NC2CCCC2)c2cccnc2)c1 (centres undefined)
→ 7% | nt | 0 | nt | 13% | nt | 1% | nt | -18%
COc1ccc(N2CCN(C(=O)COc3cccc4ccccc34)CC2)cc1
→ 3% | 1.0 | 2 | 1 | 14% | -1.6 | -3% | -3 | -10%
COc1cc(N2C(=O)CSC23C(=O)N(Cc2ccc(C)cc2)c2ccccc23)cc(OC)c1OC (centres undefined)
→ -9% | -0.6 | 2 | nt | 16% | -0.4 | -13% | -1 | -13%
COC(=O)c1c(-c2ccc(C)cc2)csc1NC(=S)NC(=O)c1ccc(F)cc1
→ -5% | 0.6 | -4 | 0 | -11% | 0.6 | 3% | -5 | -19%
CC1=CC(=C(C#N)c2nc3ccccc3s2)C=C(C)N1c1ccc(F)cc1F
→ 10%[57.1 µM] | -1.0 | 7 | -6 | 14%[57.1 µM] | 3.5 | 3% | 14 | -23%
CCc1nn(CC(=O)N2CCC(C(N)=O)CC2)c(=O)c2cc3occc3n12
→ 1% | 0.9 | 4 | -4 | 15% | 0.7 | -2% | -3 | -9%
O=S(=O)(Cc1ccccc1)C1CCCCC1O (centres undefined)
→ 3%[57.1 µM] | nt | 0 | nt | 4%[57.1 µM] | 0.3 | -2% | -1 | 4%
COc1ccc(NC(=O)CSc2nc(=O)n(CCN(C)C)c3c2CCCC3)cc1OC
→ 3%[57.1 µM] | -0.6 | 4 | 0 | 7%[57.1 µM] | -0.3 | -4% | -2 | -7%
Cc1cc(C)cc(C(=O)OCC(=O)N2CCCCCC2)c1
→ 3% | -0.2 | -7 | 42* | 10% | -0.2 | 21% | -17 | -28%
COc1ccc(C2=NOC(CN3C(=O)c4ccccc4S3(=O)=O)C2)cc1 (centres undefined)
→ -6% | -0.3 | 2 | 0 | -5% | -0.3 | 0% | -8 | 0%
Cc1cccc(C)c1N1CCN(S(=O)(=O)N2CCCCC2)CC1
→ -8% | 9.8 | 6 | 17 | 2%[57.1 µM] | 6.5 | -5% | 4 | ?
COc1ccc2c(c1)c(C(O)CN1CCC3(CC1)OCCO3)c(C)n2C (centres undefined)
→ nt | -0.1 | nt | -1 | nt | 1.1 | nt | -2 | nt
CCOC(=O)N1CCN(C(=O)C(C)(C)Oc2ccc(Cl)cc2)CC1
→ 10%[57.1 µM] | -1.2 | -2 | 4 | 4%[57.1 µM] | -0.1 | 4% | -1 | -12%
CCCN(CC(=O)Nc1ccccc1C)C(=O)c1nn(CC)c(=O)c2ccccc12
→ -11% | -0.1 | 0 | -5 | -8% | 0.5 | 1% | 4 | 2%
COc1ccc(NC(=S)c2ccccc2)cc1
→ -2% | -0.3 | -1 | -7 | 1% | -0.4 | 5% | 3 | -21%
O=C(NCc1cccs1)c1cnn2cccnc12
→ 7% | 0.2 | 1 | 8 | 9% | 0.7 | 1% | 11 | 5%
CCN(CC)C(=O)[C@H]1C[C@H](CC(=O)NCCCn2ccnc2)C(=O)N2CCc3c([nH]c4cc(CCC(=O)N(C)C)ccc34)[C@]12C
→ 4% | nt | -3 | nt | 17% | nt | 8% | nt | -24%
COc1cccc(C2=CC(c3ccc(OC)c(OC)c3OC)n3nnnc3N2)c1 (centres undefined)
→ -3% | 1.8 | -1 | 14 | ? | 0.1 | -1% | 2 | -2%
Oc1ccc(Cl)cc1CNCC1CCCO1 (centres undefined)
→ -6% | 0.3 | 6 | -19 | -15% | 0.6 | 12% | 1 | -4%
COCCNC(=O)C(c1ccc(C)o1)N(C(=O)c1snc(C(N)=O)c1N)c1ccc(C)cc1 (centres undefined)
→ 14% | 1.1 | 0 | -9 | 4% | 0.6 | -9% | -8 | -15%
CCOc1ccc(NS(=O)(=O)c2ccc(C(=O)N3CCN(c4ncccn4)CC3)cc2)cc1
→ 8%[57.1 µM] | 3.0 | 0 | 10 | 10%[57.1 µM] | 1.1 | -4% | 0 | ?
CC1(C)CC(=NNC(=O)c2n[nH]c3c2CCC3)CC(C)(C)N1
→ 0% | 1.2 | 1 | 17 | 5% | 0.3 | -7% | 0 | 3%
CCC(=O)Nc1cccc(C(=O)OCc2cccc([N+](=O)[O-])c2)c1
→ -3% | 0.5 | 1 | 6 | 13% | -1.5 | -12% | 1 | -4%
CC(C)c1ccccc1NC(=O)CC1(CC(=O)O)CCCC1
→ -1% | 0.4 | 2 | 1 | -1% | 0.1 | 3% | 8 | 0%
CC1(C)CC(=O)c2c(-c3cccnc3)n[nH]c2C1
→ 2% | -0.5 | 2 | 15 | 22% | 0.1 | -3% | 0 | -1%
COc1ccc(Cn2ccc3nc(C)c(C(=O)Nc4ccc(OC(F)(F)F)cc4)cc3c2=O)cc1
→ -2%[57.1 µM] | -0.5 | 2 | nt | 17%[57.1 µM] | 1.0 | -13% | 14 | -13%
COc1ccc(NS(=O)(=O)c2cc(NC(=O)c3ccco3)ccc2N2CCCC2)cc1
→ -2% | -1.3 | -10 | -8 | -6% | 0.0 | 1% | 2 | -7%

Part of the list above, with bars between the fields.
Structure | TrxR1 substrate | D2 ag | PI4K2A block | D2 antagonist | rTrxR1 inhibitor | TRHR agonist | IDH1 R132H inh | TRHR PAM | USP1 inh
Oc1ccc(Cl)cc1CNCC1CCCO1 (centres undefined) | -6% | 0.3 | 6 | -19 | -15% | 0.6 | 12% | 1 | -4%
COCCNC(=O)C(c1ccc(C)o1)N(C(=O)c1snc(C(N)=O)c1N)c1ccc(C)cc1 (centres undefined) | 14% | 1.1 | 0 | -9 | 4% | 0.6 | -9% | -8 | -15%
CCOc1ccc(NS(=O)(=O)c2ccc(C(=O)N3CCN(c4ncccn4)CC3)cc2)cc1 | 8%[57.1 µM] | 3.0 | 0 | 10 | 10%[57.1 µM] | 1.1 | -4% | 0 | ?
CC1(C)CC(=NNC(=O)c2n[nH]c3c2CCC3)CC(C)(C)N1 | 0% | 1.2 | 1 | 17 | 5% | 0.3 | -7% | 0 | 3%

Not a hit list; any-hit rate near 3.9%.
